HT1080 IDH1KD tx = qHTS for induction of synthetic lethality in tumor cells producing 2HG: qHTS for the HT-1080-IDH1KD cell line | HT-1080 IDH1 knockdown viability, ATP luminescence, 48 h | Potency, µM (series often up to 46.1 µM), for inactives: at the top dose activity, negative = toxicity, hits mostly cytotoxic | 360,000 compounds, 2% hits | AID 686971, 2013;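 also: potency is read from the fitted curve at half-maximal effect; 0% = DMSO wells and -100% = cell-free medium wells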
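After a 2 h attachment period, IDH1KD HT-1080 cells took pin-transferred compound for 48 h at 37 °C; ATP-based luminescence after 10 min room-temperature reagent incubation reported viability.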
KB-3-1 cytotox = qHTS assay for MDR1-selective chemotherapeutics: Primary screen using the parental adenocarcinoma cell KB-3-1. Potency, µM (top dose mostly 46.1 µM), inactives show at the top dose activity change, negative = cytotoxic, hits mostly cytotoxic. 400,000 compounds, 1.4% hits. KB-3-1 viability, CellTiter-Glo ATP luminescence, 72 h; also: potency is read from the fitted curve at half-maximal effect; % is scaled to controls: 0 for no effect and ±100 for the full control effect; nearly all actives have a fitted effect of over 60% in size
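Luminescent ATP read-out (CellTiter-Glo) measures survival of drug-naive KB-3-1 cells after 72 h compound exposure at 37 °C. Titration series was screened from lowest to highest concentration, with DMSO vehicle plates as background controls.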
MCF10A rerep = A quantitative high throughput screen for small molecules that induce DNA re-replication in MCF 10a normal breast cells; Potency, µM (series often up to 46.1 µM), without a hit: top-dose activity, positive = re-replication, actives largely listed as activators; MCF 10A DNA re-replication, Hoechst nuclear intensity, 48 h; AID 624296, 2012; 350,000 compounds, 2.9% hits; also: potency is read from the fitted curve at half-maximal effect; % of control where 0% means no effect; nearly all actives have a fitted effect of over 50% in size
KB-V1 MDR tox = qHTS assay for MDR1-selective chemotherapeutics: Primary screen using the drug-selected MDR subline cells KB-V1; KB-V1 MDR cells viability, CellTiter-Glo, 72 h; Potency, µM (top dose mostly 46.1 µM), without a hit: top-dose activity change, negative = cytotoxicity, actives largely listed as cytotoxic; 400,000 compounds, 3.4% hits; also: potency is read from the fitted curve at half-maximal effect; % is scaled to controls: 0 for no effect and ±100 for the full control effect; nearly all actives have a fitted effect of over 60% in size
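KB-V1 MDR subline cells in DMEM (phenol-red free, 10% FBS) exposed to compounds in qHTS concentration series for 72 h at 37 degrees C. Viability read by CellTiter-Glo luminescence; concentration-effect curves fitted after normalization and correction.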
WRN helicase inh = qHTS for Inhibitors of WRN Helicase. Potency, µM (titrated, usually from 114 µM), inactives show at the top dose activity change, negative = inhibition, actives largely listed as inhibitors. AID 651768, 2012. WRN helicase unwinding, fluorescent forked duplex, kinetic. 360,000 compounds, 0.46% hits; also: potency is read from the fitted curve at half-maximal effect; % is scaled to controls: 0 for no effect and ±100 for the full control effect; nearly all actives have a fitted effect of over 55% in size
Target sequence (Q14191 whole entry, looked up): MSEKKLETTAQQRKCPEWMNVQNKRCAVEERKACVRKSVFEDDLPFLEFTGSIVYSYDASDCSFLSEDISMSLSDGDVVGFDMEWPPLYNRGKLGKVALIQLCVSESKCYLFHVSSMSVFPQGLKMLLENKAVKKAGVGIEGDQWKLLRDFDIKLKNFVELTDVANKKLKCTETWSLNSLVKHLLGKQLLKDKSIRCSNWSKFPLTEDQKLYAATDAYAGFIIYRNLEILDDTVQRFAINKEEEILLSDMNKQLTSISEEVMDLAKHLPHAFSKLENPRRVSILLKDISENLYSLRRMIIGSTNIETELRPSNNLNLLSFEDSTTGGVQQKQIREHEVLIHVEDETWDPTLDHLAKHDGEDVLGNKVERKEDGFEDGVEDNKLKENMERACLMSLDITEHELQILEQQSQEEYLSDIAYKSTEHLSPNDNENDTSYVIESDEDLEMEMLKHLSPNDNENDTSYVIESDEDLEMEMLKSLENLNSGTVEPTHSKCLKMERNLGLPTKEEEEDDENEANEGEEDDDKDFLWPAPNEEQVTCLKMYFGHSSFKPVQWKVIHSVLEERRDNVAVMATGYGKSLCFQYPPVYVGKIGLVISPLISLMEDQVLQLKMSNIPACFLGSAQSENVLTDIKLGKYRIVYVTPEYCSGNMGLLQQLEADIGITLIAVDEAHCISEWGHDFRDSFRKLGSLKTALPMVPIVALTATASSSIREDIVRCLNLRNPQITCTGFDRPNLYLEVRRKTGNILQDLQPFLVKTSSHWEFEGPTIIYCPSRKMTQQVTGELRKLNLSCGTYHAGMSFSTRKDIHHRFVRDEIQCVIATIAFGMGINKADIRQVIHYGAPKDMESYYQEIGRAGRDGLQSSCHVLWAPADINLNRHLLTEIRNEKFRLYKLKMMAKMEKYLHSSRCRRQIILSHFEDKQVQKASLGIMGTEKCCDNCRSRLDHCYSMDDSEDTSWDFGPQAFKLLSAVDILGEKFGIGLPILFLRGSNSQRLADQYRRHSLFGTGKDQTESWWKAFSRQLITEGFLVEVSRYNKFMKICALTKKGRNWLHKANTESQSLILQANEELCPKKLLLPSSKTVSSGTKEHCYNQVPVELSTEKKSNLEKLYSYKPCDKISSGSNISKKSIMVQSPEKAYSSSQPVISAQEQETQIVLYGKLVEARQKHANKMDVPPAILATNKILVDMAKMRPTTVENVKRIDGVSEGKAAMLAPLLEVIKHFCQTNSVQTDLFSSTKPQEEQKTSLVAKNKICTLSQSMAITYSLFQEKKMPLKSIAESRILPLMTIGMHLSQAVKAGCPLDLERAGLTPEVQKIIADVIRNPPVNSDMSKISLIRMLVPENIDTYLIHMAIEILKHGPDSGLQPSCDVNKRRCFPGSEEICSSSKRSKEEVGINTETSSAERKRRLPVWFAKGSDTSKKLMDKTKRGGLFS
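Primary qHTS, 1536-well format. 20 nM WRN + compound, 15 min RT; start with 100 nM forked fluorophore/quencher duplex, 2 mM ATP (final); kinetic read ex 525/em 598 nm.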
IL1B secr inh = qHTS for Inhibitors of Inflammasome Signaling: IL-1-beta AlphaLISA Primary Screen; activity change, % at 57.5 µM; 360,000 compounds, 4.7% hits; AID 743279, 2014; THP-1 LPS/ATP IL-1B secretion, AlphaLISA, 16 h; hits give low values; in the data active = activity change below about -50%; inconclusive = mostly about -30% to -49%; also: % is scaled to controls: 0 for no effect and ±100 for the full control effect
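THP-1 cells pretreated 1 hr with compounds (up to 57.5 uM final), then stimulated with LPS (250 ng/mL final) plus ATP (1.25 mM final); secreted IL-1B measured by AlphaLISA after 16 hr, decreased signal indicating inhibition.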
HT1080NT lethal = qHTS for induction of synthetic lethality in tumor cells producing 2HG: qHTS for the HT-1080-NT fibrosarcoma cell line. HT-1080-NT fibrosarcoma viability, CellTiter-Glo ATP luminescence, 48 h. Potency, µM (series often up to 46.1 µM), for the others: top-dose activity, negative = less viability, actives largely listed as cytotoxic. 360,000 compounds, 1.6% hits;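 also: NT is the 2HG producing partner of a matched IDH1 knockdown line; potency is read from the fitted curve at half-maximal effect; 0% = DMSO-treated cells and -100% = media-only wells without cells; nearly all actives have a fitted effect of over 55% in size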
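HT-1080-NT; 750 cells/well; 5% FBS RPMI; 48 h compound, 37 degrees C; CellTiter-Glo luminescence; curve fitting and curve-class assignment.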
ATXN2 expr inh = Primary qHTS for Inhibitors of ATXN expression; HEK-293 ATXN2-luciferase reporter, luminescence, 24 h; Potency, µM (titrated, usually from 57 µM), inactives show top-dose activity change, negative = inhibition, hits mostly inhibitors; 360,000 compounds, 0.72% hits; AID 1745845, 2022; also: potency is read from the fitted curve at half-maximal effect; % is scaled to controls: 0 for no effect and ±100 for the full control effect; nearly all actives have a fitted effect of over 55% in size
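qHTS (up to 57 uM final) was run with 24 h compound exposure of reporter cells at 37 °C. Each well was multiplexed: SteadyGlo luminescence measured ATXN2-luciferase expression after a fluorogenic Gly-Phe-AFC viability readout (25 uM final).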
SW480 rereplic = A quantitative high throughput screen for small molecules that induce DNA re-replication in SW480 colon adenocarcinoma cells; SW480 DNA re-replication, Hoechst DNA content imaging, 48 h; Potency, µM (top dose mostly 46.1 µM), for the others: at the highest dose re-replication activation, actives largely listed as activators; 340,000 compounds, 1.8% hits; also: potency is read from the fitted curve at half-maximal effect; % of control where 0% means no effect; nearly all actives have a fitted effect of over 55% in size
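Quantitative HTS format with DMSO vehicle controls; 48 hr drug incubation at 37 C, then 40 min Hoechst staining and scanning imager measurement at 405 nm excitation.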
* hit, by the source's call; ? = inconclusive; . = no result given; & = joins results of further samples; [ ] = dose if it differs, or a comment. Unless noted, calls follow the shape of the dose curve; as a rule, active = well fitted curve in the direction sought with a large enough effect; inconclusive = small, poorly fitted or top-dose-only effect, or another doubt; inactive = no such curve, though single readings can be large; an effect the other way counts as inactive or inconclusive.

Short forms – A = HT1080 IDH1KD tx; B = KB-3-1 cytotox; C = MCF10A rerep; D = KB-V1 MDR tox; E = WRN helicase inh; F = IL1B secr inh; G = HT1080NT lethal; H = ATXN2 expr inh; I = SW480 rereplic
O=C(O)C1C2C=CC3(CN(Cc4ccccn4)C(=O)C13)O2 (stereo unspecified)
  A: 18% | B: 7% | C: 12% | D: 1% | E: 1% | F: -1 | G: 11% | H: 5% | I: -3%

O=C(Nc1ccc(Cl)cc1)c1cc2nc(-c3ccco3)cc(C(F)(F)F)n2n1
  A: 0% | B: -1% | C: ? | D: 6% | E: -16% | F: 2 | G: 7% | H: -21% | I: ?

O=C(COC(=O)c1cc(Cl)ccc1O)NNC(=O)c1ccccc1F
  A: 20% | B: 1% | C: -2% | D: 0% | E: -9% | F: 15 | G: 6% | H: -2% | I: 0%

CC(=O)N1CCN(S(=O)(=O)c2cccc(C(=O)N(Cc3ccccc3)c3cccc(C)c3)c2)CC1
  A: 0% | B: -7% | C: -3% | D: -24% | E: -5% | F: -1 | G: -3% | H: -9% | I: -2%

O=C(c1sc2ccccc2c1Cl)N1CCN(c2ncccn2)CC1
  A: 0% | B: -8% | C: ? | D: -9% | E: -5% | F: 4 | G: -2% | H: -8% | I: -10%

O=C(COC(=O)c1ccccn1)NC(=O)c1ccccc1
  A: -8% | B: -5% | C: 1% | D: ? | E: 3% | F: 0 | G: 0%[9.24 µM] | H: -3% | I: -15%

CCOC(=O)c1cccc(NC(=O)CCn2c(=O)oc3ccccc32)c1
  A: 4% | B: 7%&15% | C: 12% | D: ? | E: 4% | F: 9 | G: 0% | H: -2%&-13% | I: 13%

CCOC(=O)c1c(C)[nH]c(C(=O)OCCOc2ccc(Cl)cc2)c1C
  A: 21% | B: 2% | C: 12% | D: -27% | E: 2% | F: -16 | G: 1% | H: 34%[activator] | I: -4%

Cc1nc2ccc(OC(=O)c3ccccc3)cc2s1
  A: 1% | B: 0% | C: -2% | D: 1% | E: -3% | F: 23 | G: 3% | H: . | I: -5%

C[C@@H]1NC(=O)[C@H](CCC(N)=O)NC(=O)c2cc([N+](=O)[O-])cc(I)c2NCC[C@@H](C(N)=O)NC1=O
  A: 6% | B: 17% | C: 4% | D: ? | E: -3% | F: 3 | G: 6% | H: 10% | I: -2%

O=C1NC(=S)S/C1=C\c1ccc(SCc2ccccc2)o1
  A: -16% | B: ? | C: 3.7µM* | D: ? | E: ? | F: 5 | G: -13% | H: -7% | I: ?

CC(C)CCNC(=O)C(c1ccco1)N(Cc1cccs1)C(=O)Cn1nnc2ccccc21 (stereo unspecified)
  A: 5% | B: 10% | C: 2% | D: 5.2µM* | E: -34% | F: -27 | G: -1% | H: 3% | I: -5%

O=C(O)CCSCC(=O)Nc1c(C(=O)C2CC2)oc2ccccc12
  A: 3% | B: 24% | C: -4% | D: 0% | E: -8% | F: 6 | G: 5% | H: -10% | I: -4%

Cc1cc(C)c(NC(=O)CSc2nnc(-c3ccncc3)n2Cc2ccco2)c(Cl)c1
  A: 2% | B: ? | C: 0% | D: 23µM* | E: -4% | F: 0 | G: 0% | H: -6% | I: -4%

COc1ccc(C(=O)CCC(=O)O)cc1
  A: 9% | B: 10% | C: 16% | D: 26% | E: 3% | F: 5 | G: 13% | H: 4% | I: -1%

CCCCNCCCOc1cccc(Cl)c1
  A: -25% | B: 16% | C: 11% | D: ? | E: -5% | F: -25 | G: -22% | H: -18% | I: 2%

O=C1CCN(Cc2ccc(O)cc2)CCN1[C@H](CO)c1ccccc1
  A: 8% | B: 8%&6% | C: -3% | D: 0%&6% | E: 8% | F: 7 | G: 3% | H: 4% | I: 1%

CN(c1ccccc1)S(=O)(=O)c1cccc(NC(=O)C2CCCO2)c1 (stereo unspecified)
  A: 0% | B: -9% | C: 11% | D: -7% | E: -8% | F: -11 | G: -1% | H: -6% | I: 13%

CCOC(=O)c1c(CN2CCN(c3ccccc3)CC2)oc2cc(Br)c(O)cc12
  A: -8% | B: ? | C: ? | D: ? | E: -4% | F: 13 | G: ? | H: . | I: -1%

CCCCNc1nnc(Cc2ccc(Cl)cc2)c(=O)[nH]1
  A: 7% | B: -4% | C: 2% | D: 3% | E: -3% | F: 0 | G: 7% | H: 12% | I: -7%

CCc1c(C)nc(N)n2c(SCC(=O)Nc3ccccc3OC)nnc12
  A: 31% | B: -8% | C: 13% | D: ? | E: -4% | F: 18 | G: 10% | H: 0% | I: -1%

O=C(NCc1ccccn1)Nc1cccc(Cl)c1Cl
  A: 6% | B: -3% | C: 22% | D: -5% | E: 8% | F: ? | G: 1% | H: 34%[activator] | I: -8%

Cc1c(/C=N/NC(=O)c2ccccc2O)c2ccccn2c1C(=O)c1ccc(F)cc1
  A: ? | B: ? | C: 6.5µM* | D: ? | E: ? | F: -88* | G: ? | H: ? | I: 20%

COc1ccc(CCNc2c(C)c(C)nc3ncnn23)cc1
  A: 7.1µM* | B: 5% | C: ? | D: 15% | E: -12% | F: -11 | G: 10µM* | H: -32% | I: 8.2µM*

COc1ccc(C(=O)N2CC3(CC(c4cccc([N+](=O)[O-])c4)=NO3)C[C@H]2C(=O)NCC(N)=O)cc1 (stereo partly specified)
  A: 10% | B: 7% | C: ? | D: 3% | E: 11% | F: 8 | G: 6% | H: 2% | I: -15%

Cc1ccc(NC(=O)C2=NNC(=O)CC2)cc1S(=O)(=O)Nc1ccc(SC(F)F)cc1
  A: 0% | B: 0% | C: 8% | D: 23% | E: ? | F: -16 | G: -5% | H: -6% | I: 8%

COC(=O)c1ccc(CNC(=O)COC(=O)C2CC3C=CC2C3)cc1 (stereo unspecified)
  A: 0% | B: 12% | C: ? | D: 27% | E: -1% | F: 15 | G: 4% | H: 4% | I: 2%

CSCCC(NC(=O)c1ccc(Cl)cc1)C(=O)OCC(C)=O (stereo unspecified)
  A: 19% | B: 8% | C: -1% | D: -6% | E: 11% | F: 13 | G: 12% | H: -6% | I: -2%

Cc1cc([N+](=O)[O-])nn1CC(=O)N(C)C1CCCCC1
  A: -1% | B: 2% | C: 1% | D: 1% | E: -22% | F: 24 | G: -2% | H: 34% | I: -2%

CN1CCN(/C=N/c2c(C#N)cnn2C)CC1
  A: 14% | B: 1% | C: 0% | D: 11% | E: 6%[57.1 µM] | F: -6 | G: 9% | H: -12% | I: -1%

COc1ccc(/C=C2/N=C(SCC(=O)Nc3cc(C)on3)N(c3ccccc3)C2=O)cc1
  A: -8% | B: 5% | C: 21µM* | D: 4% | E: 6% | F: 28 | G: 2% | H: -15% | I: 2%

Cc1nc(CSc2ccc(Cl)cc2)cc(NCc2ccccc2)n1
  A: -22% | B: -14% | C: 8% | D: ? | E: 2% | F: 20 | G: -24% | H: 38%[activator] | I: 1%

COC(=O)[C@]1(CC(C)C)N[C@H](c2ccc(-c3ccc(F)cc3)c(OC)c2)[C@@H]2C(=O)N(C)C(=O)[C@@H]21
  A: -2% | B: ? | C: ? | D: ? | E: -5% | F: 0 | G: -1% | H: ? | I: 40%

O=C(CCN1C(=O)c2cccc3cccc(c23)C1=O)Nc1ccccc1
  A: 11% | B: -2% | C: 0% | D: 15% | E: 14% | F: 42 | G: 2% | H: 6% | I: -14%

CC(=Nc1ccc(O)cc1)c1sc2ccccc2c1O
  A: -21% | B: 0% | C: ? | D: -9% | E: 8% | F: -5 | G: -10% | H: 59%[activator] | I: -1%

CC(C)CCNC(=O)c1ccc2c(SCC(=O)O)c3c(nc2c1)CCCC3
  A: -8% | B: 6% | C: 3% | D: ? | E: -30%[57.1 µM] | F: -2 | G: -4% | H: 9% | I: -7%

CC(C)NC(=O)C1(C)CSCC(=O)N1Cc1cccc(C(F)(F)F)c1 (stereo unspecified)
  A: 9% | B: 4% | C: . | D: -3% | E: 1% | F: 26 | G: 15% | H: . | I: .

COc1cc2c(cc1NC(=S)Nc1cccc3ccccc13)oc1ccccc12
  A: -14% | B: -9% | C: 3% | D: -8% | E: 2% | F: -12 | G: 0% | H: 29% | I: 0%

Cc1cccc(C)c1NC(=O)CN(C)C(=O)c1ccc(N2C(=O)CCC2=O)cc1
  A: 1% | B: 13% | C: 1% | D: 22% | E: -14% | F: 12 | G: -1% | H: 7% | I: 6%

COc1ccccc1C(=O)OCC(=O)c1cccc([N+](=O)[O-])c1
  A: 10% | B: 5% | C: 7% | D: 7% | E: 7% | F: 14 | G: 11% | H: 9% | I: -5%

Compound profiles (already shown):
`CCCCNCCCOc1cccc(Cl)c1` as listed: HT1080 IDH1KD tx: -25%; KB-3-1 cytotox: 16%; MCF10A rerep: 11%; KB-V1 MDR tox: ?; WRN helicase inh: -5%; IL1B secr inh: -25; HT1080NT lethal: -22%; ATXN2 expr inh: -18%; SW480 rereplic: 2%
`CCOC(=O)c1c(CN2CCN(c3ccccc3)CC2)oc2cc(Br)c(O)cc12` as listed: HT1080 IDH1KD tx: -8%; KB-3-1 cytotox: ?; MCF10A rerep: ?; KB-V1 MDR tox: ?; WRN helicase inh: -4%; IL1B secr inh: 13; HT1080NT lethal: ?; ATXN2 expr inh: .; SW480 rereplic: -1%

Assay outcomes: PubChem BioAssay, National Center for Advancing Translational Sciences (NCATS)
